Growth percent in the NCI-60 one-dose screen (48 h, 10 µM unless noted): 100 = growth as untreated, 0 = no growth, -100 = all killed.
U251: U251 CNS tumor cells; 80,000 compounds, 5.4% hits; AID 1794753
SNB-75: SNB-75 CNS cancer; 79,000 compounds, 5% hits
SF-539: SF-539 CNS cancer; 81,000 compounds, 6.8% hits
SF-268: SF-268 CNS cancer cells; AID 1794759; 82,000 compounds, 3.1% hits
SF-295: SF-295 CNS cancer cells | AID 1794758 | 79,000 compounds, 5.6% hits
HCC-2998: HCC-2998 colon cancer; 79,000 compounds, 4.7% hits; AID 1794799
PC-3: PC-3 prostate cancer cells; 80,000 compounds, 3.9% hits; AID 1794754
DU-145: DU-145 prostate cancer | 81,000 compounds, 4.2% hits | AID 1794760
SNB-19: SNB-19 CNS cancer cells; AID 1794751; 81,000 compounds, 2.5% hits
Numbers without * were called inactive; · = no result given. The calls were made as follows: active = growth percent below 10; inactive = the rest.

SMILES | U251 | SNB-75 | SF-539 | SF-268 | SF-295 | HCC-2998 | PC-3 | DU-145 | SNB-19
CCCSc1nc2ccccc2cc1/C=[N+](\[O-])c1ccccc1 | 42.3 | 54.7 | 77.4 | 69.9 | 120.0 | 103.9 | 72.2 | 92.9 | 68.1
O=C(CCN1C(=O)CCC1=O)Nc1ncc(Cc2cccc(Cl)c2)s1 | 98.9 | 91.9 | 97.2 | 100.9 | 99.3 | 104.5 | 95.2 | 107.9 | 102.4
O=C(/C=C/c1cccc([N+](=O)[O-])c1)OCc1ccc2cc1OCC#C/C=C\C#CCO2 | 105.3 | 81.9 | 105.8 | 104.3 | 140.7 | 106.3 | 92.1 | 128.1 | 96.6
COc1cccc2occ(/C=N/N=c3/sc(C(C)=O)nn3-c3ccc(Cl)cc3)c(=O)c12 | 98.4 | 83.6 | 94.0 | 95.2 | · | 95.7 | 96.6 | 104.9 | 92.5
Cc1ccc(/C=C/c2c(C(N)=O)c(C)nc3ccccc23)cc1 | 104.8 | 88.8 | 97.0 | 94.5 | 105.4 | 125.7 | 94.5 | 109.0 | 101.0
Clc1cccc(/C=N/Nc2nc(N/N=C/c3cccc(Cl)c3Cl)nc(N3CCOCC3)n2)c1Cl | 79.0 | 119.6 | 55.8 | 87.0 | 82.0 | 106.1 | 85.5 | 102.6 | 87.7
CC(COc1ccc(Cl)cc1Cl)OC(=O)COc1ccc(Cl)cc1Cl (configuration not stated) | 98.7 | 107.6 | 104.4 | 110.5 | 90.3 | 99.9 | 53.0 | 124.0 | 97.7
CC(=O)N(C)c1ccccc1O | 97.3 | 93.4 | 97.2 | 100.0 | 100.4 | 94.2 | 96.0 | 101.1 | 103.1
Nc1nc(Nc2ccccc2Cl)cc(=O)[nH]1 | 101.5 | 97.5 | 98.5 | 108.4 | 115.0 | 101.3 | 96.9 | 120.9 | 100.4
NCC(=O)CCC(=O)O | 96.7 | 103.6 | 109.6 | 101.5 | 105.9 | 97.4 | 100.2 | 120.6 | 113.2
CCOC(=O)/C(N=Nc1c(C(=O)O)ccc2c1C(=O)c1ccccc1C2=O)=C(\C)O | 99.2 | 104.3 | 92.7 | 100.1 | 102.3 | 104.8 | 102.6 | 108.2 | 106.1
CN(C)c1ccc(NC(=O)c2ccc(/C=C/C(=O)c3ncc[nH]3)cc2)cc1 | 11.8 | 68.7 | 6.2* | 56.2 | 74.6 | 87.9 | 68.1 | 20.2 | 28.3
Cc1ccc(S(N)(=O)=O)cc1Cl | 103.3 | 91.8 | 106.0 | 107.8 | 112.9 | 115.9 | 99.3 | 120.0 | 106.5
COc1cccc(Cn2cc(C(=O)Nc3cccnc3Nc3ccc(Cl)cc3)nn2)c1 | 91.7 | 93.6 | 92.0 | 85.5 | 96.7 | 104.7 | 91.5 | 96.8 | 89.5
COc1cc(-c2nn(-c3ccc(C(=O)O)cc3)cc2C(=O)O)ccc1O | 78.5 | 36.6 | 47.7 | 70.3 | 94.4 | 91.3 | 66.9 | 89.3 | 58.4
[O-]/[N+](=C\c1ccc(-n2cc(Cc3ccccc3Cc3cn(-c4ccc(/C=[N+](/[O-])c5ccccc5)cc4)nn3)nn2)cc1)c1ccccc1 | 106.8 | 91.9 | 92.2 | 92.8 | 99.5 | 103.9 | 103.4 | 105.7 | 96.7
Cc1cc2nc(C/C(=N/O)c3ccncc3)c(C/C(=N/O)c3ccncc3)nc2cc1C | 100.7 | · | 94.7 | 92.1 | 108.1 | 115.7 | 86.0 | 105.3 | 114.2
N#Cc1c(-c2cccc(F)c2)cc(-c2cccnc2)[nH]c1=O | 101.4 | 97.1 | 99.3 | 103.3 | 102.3 | 111.5 | 100.8 | 107.0 | 99.9
COC(c1ccccc1)C(Br)C(=O)c1ccccc1 (configuration not stated) | 95.1 | 86.5 | 99.5 | 107.6 | 93.3 | · | 91.3 | 116.4 | 96.3
Cc1c(C(=O)NCCCC(=O)NO)sc2ncnc(Nc3ccc(F)c(Cl)c3)c12 | 99.2 | 90.5 | 100.8 | 95.2 | 101.9 | 104.2 | 105.4 | 110.0 | 98.2
CC(C)(Br)C(=O)Nc1ccccc1 | 101.2 | 93.3 | 105.3 | 97.0 | 96.1 | 97.2 | 92.4 | 105.8 | 102.8
Fc1cccc(CSc2ncnc3c2ncn3C2CCCCO2)c1 (configuration not stated) | 98.8 | 96.7 | 109.2 | 106.8 | 97.6 | 99.5 | 98.3 | 96.5 | 104.2
NS(=O)(=O)c1cc(Cl)cc(Cl)c1O | 102.0 | 95.8 | 105.6 | 105.5 | 113.4 | 94.5 | 104.6 | 116.2 | 106.7
COC1OC2COC(c3ccccc3)OC2C(NC(C)=O)C1OC(C)=O (configuration not stated) | 97.7 | 94.5 | 105.5 | 124.3 | 88.1 | 103.2 | 90.4 | 112.7 | 101.0
Cc1csc(Nc2nc(-c3cccnc3)nc(C(Cl)(Cl)Cl)n2)n1 | 103.1 | 89.5 | 98.2 | 97.5 | 94.7 | 105.8 | 103.6 | 97.2 | 98.1
CCO/C=C(\Sc1nc(-c2ccc(Cl)cc2Cl)c(C#N)c(=O)[nH]1)C(=O)c1ccc(Br)cc1 | 102.2 | 103.9 | 103.4 | 101.9 | 82.9 | 103.4 | 91.4 | 107.0 | 104.0
O=C(O)COc1ccccc1Cl | 96.8 | · | 103.0 | 110.5 | · | 95.8 | · | 111.0 | 110.0
O=[N+]([O-])c1ccc(N/N=C\c2ccc(Cl)c(Cl)c2)nc1 | · | 110.6 | 107.6 | 113.5 | 98.1 | 105.9 | 102.0 | 109.6 | 101.8
COc1ccc(-c2cc(Cc3cccs3)c(=O)n(Cn3cncn3)n2)cc1 | 97.2 | 106.4 | 100.8 | 109.9 | 98.9 | 107.7 | · | 124.4 | 91.8
O=C1O[C@H]([C@H](O)CO)C(O)=C1O | 100.9 | · | 108.4 | 116.5 | 109.5 | 98.3 | 96.0 | 100.1 | 95.8
CCN1CCN(C(=O)[C@]23CCC(C)(C)C[C@H]2C2=CC[C@@H]4[C@@]5(C)CC/C(=N/O)C(C)(C)[C@@H]5CC[C@@]4(C)[C@]2(C)CC3)CC1 | 38.0 | 59.3 | 80.4 | 67.2 | 65.7 | 90.4 | 39.6 | 86.4 | 70.4
COc1ccc(/C=N\NC(=S)N/N=C/c2ccc(OC)c(OC)c2)cc1OC | 98.3 | 86.7 | 92.1 | 96.2 | 103.8 | · | · | 97.8 | 104.5
Cc1ccc2c(n1)C(=O)C(Cl)=C(Nc1cccc(C(F)(F)F)c1)C2=O | 95.7 | 109.4 | 106.0 | 100.2 | 109.6 | 108.1 | 69.6 | 98.7 | 101.1
CC(=O)N(C)c1ccc(C)cc1 | 102.0 | 109.9 | 121.7 | 113.2 | 118.7 | 102.5 | 99.9 | 121.1 | 109.1
COC(=O)c1ccccc1NC(=O)Nc1ccc(Cl)cc1 | 97.2 | 85.4 | 94.1 | 101.4 | 97.1 | 94.8 | 95.7 | 105.3 | 99.3
CCCC=Nc1ccccc1 | 104.4 | 80.0 | 100.3 | 109.3 | 96.1 | 109.1 | 96.6 | 117.8 | 93.2

Just SNB-75 and SNB-19, for seven of the compounds above:
structure | SNB-75 | SNB-19
O=[N+]([O-])c1ccc(N/N=C\c2ccc(Cl)c(Cl)c2)nc1 | 110.6 | 101.8
COC(=O)c1ccccc1NC(=O)Nc1ccc(Cl)cc1 | 85.4 | 99.3
Cc1csc(Nc2nc(-c3cccnc3)nc(C(Cl)(Cl)Cl)n2)n1 | 89.5 | 98.1
O=C(O)COc1ccccc1Cl | · | 110.0
CCO/C=C(\Sc1nc(-c2ccc(Cl)cc2Cl)c(C#N)c(=O)[nH]1)C(=O)c1ccc(Br)cc1 | 103.9 | 104.0
CCCC=Nc1ccccc1 | 80.0 | 93.2
CCN1CCN(C(=O)[C@]23CCC(C)(C)C[C@H]2C2=CC[C@@H]4[C@@]5(C)CC/C(=N/O)C(C)(C)[C@@H]5CC[C@@]4(C)[C@]2(C)CC3)CC1 | 59.3 | 70.4

Going on with the list:
SMILES | U251 | SNB-75 | SF-539 | SF-268 | SF-295 | HCC-2998 | PC-3 | DU-145 | SNB-19
CCN1CCC(C(=O)N(CC)CC)CC1 | 96.9 | 90.8 | 98.7 | 98.4 | 96.8 | 99.8 | 95.9 | 108.8 | 101.0
C=C(C)[C@@H]1CC[C@]2(C(=O)O)CC[C@]3(C)[C@H](CC[C@@H]4[C@@](C)(CCC(=O)O)[C@H](C(=C)C)CC[C@]43C)[C@@H]12 | 101.5 | 84.4 | 95.9 | 92.6 | 100.8 | 97.6 | 85.1 | 101.7 | 89.9
COc1ccc(-c2nn(-c3ccccc3)cc2C2CC(c3ccc(Cl)c(Cl)c3)=NN2c2ccc(S(N)(=O)=O)cc2)cc1 (configuration not stated) | 73.1 | 69.0 | 101.1 | 75.5 | 86.7 | 88.5 | 51.0 | 91.1 | 80.5
CCCC[C@@H]1N=C(c2ccc(Br)cc2)Nc2nc3ccccn3c2C1=O | 99.8 | 86.2 | 98.5 | 105.9 | 98.1 | 102.1 | 104.6 | 105.5 | 98.2
c1ccc2c(c1)oc1cc3c(cc12)nnc1cccn13 | 97.2 | 91.7 | 95.1 | 104.8 | 101.3 | 109.5 | 100.3 | · | 107.7
NC(=O)SCC(=O)Nc1ccccc1NC(=O)CSC(N)=O | 99.6 | 109.8 | 101.0 | 114.5 | 108.5 | 103.5 | 90.2 | 105.7 | 102.2
O=c1nc2sc3ccccc3cc-2s1 | 96.6 | 89.2 | 93.1 | 95.2 | 94.5 | 102.7 | · | 99.6 | 98.3
CN1CCN(c2ccc(C(=O)/C=C/c3cccc(C(F)(F)F)c3)cc2)CC1 | 70.0 | 80.3 | 82.8 | 99.9 | 99.7 | 65.9 | 79.5 | 89.9 | 91.3
O=C1C(Cl)C(c2ccccc2O)N1n1cnnc1 (configuration not stated) | 95.8 | 95.1 | 89.4 | 97.6 | 104.3 | 92.0 | 91.2 | 102.4 | 100.5
C/C(=N\O)c1ccc(NC(=O)c2cc(-c3ccc(S(C)(=O)=O)cc3)nc3ccccc23)cc1 | 100.4 | 66.0 | 89.8 | 94.2 | 96.2 | 113.5 | 93.5 | 108.8 | 92.4
CC(CC(=O)c1ccccc1)=NCCN(C)C | 99.5 | 57.7 | 96.5 | 103.1 | 100.9 | 99.5 | 102.1 | 109.4 | 94.7
COc1cc(/C(C)=N/NC(=O)CSc2nc3ccccc3c(=O)n2CCc2ccc(S(N)(=O)=O)cc2)cc(OC)c1OC | 81.2 | 91.3 | 97.7 | 98.6 | 104.0 | 107.1 | 81.6 | 97.6 | 90.8
O=C(C1C(O)CC2c3ccccc3N(Cc3ccccc3)C21)N1CCCCC1 (configuration not stated) | 100.4 | 92.0 | 98.9 | 96.3 | 102.2 | 102.4 | 97.9 | 110.0 | 103.0
O=C(NCCCl)NCCN1c2nc3ccccc3cc2Sc2cc3ccccc3nc21 | 34.8 | -5.9* | 38.3 | 44.2 | 408.8 | 35.1 | 25.3 | · | 63.9
Cc1ccc(N=NNc2ccc(C)cc2)cc1 | 93.2 | 89.6 | · | 84.8 | 98.1 | 105.2 | 77.8 | 103.3 | 106.3
Cn1c(=O)c2[nH]c(NC(N)=S)nc2n(C)c1=O | 100.4 | 84.6 | 99.9 | 99.4 | 101.2 | 94.1 | 94.0 | 104.3 | 103.4
CCOC(=O)c1nn(-c2ccc([N+](=O)[O-])cc2)c(=N/N=C(\C)c2c(O)c(OC)c3occc3c2OC)s1 | 96.3 | 106.2 | 99.0 | 90.6 | 98.0 | 106.4 | 95.4 | 111.2 | 94.1
COc1ccc(C2=NN(C(=O)[C@H]3[C@@H](c4cc(Cl)ccc4OCC(=O)O)c4sc(=O)[nH]c4S[C@@H]3C)C(c3ccc4ccccc4c3)C2)cc1 (some centres not stated) | 95.0 | 123.9 | 92.7 | 99.1 | 103.8 | 110.1 | 96.0 | 107.3 | 99.6
CC(=O)c1nc2ccccc2n1CCn1cncn1 | 103.9 | 72.2 | 95.3 | 116.7 | 124.6 | 100.8 | · | 116.6 | 89.3
CCOC(=O)C1CCN(S(=O)(=O)c2ccc3c(c2)CN(C(=O)C(F)(F)F)CC3)CC1 | 94.4 | 92.4 | 97.7 | 103.2 | 104.2 | 129.1 | 97.7 | 108.0 | 97.5
CCOC(=O)[C@@H]1CCCN(S(=O)(=O)c2ccc(S(=O)(=O)N(CC)CC)cc2)C1 | 86.6 | 80.9 | 89.6 | 86.3 | 47.0 | 86.6 | 77.6 | 89.6 | 74.3
CC(C)C(=O)Nc1cccc(Cl)c1 | 96.3 | 89.1 | 103.9 | 98.3 | 103.2 | 105.1 | 96.3 | 109.9 | 103.3
COc1ccccc1/C=N\NC(=O)c1ccncc1 | 98.6 | 99.1 | 103.1 | 112.3 | 105.8 | 88.9 | · | 124.7 | 95.5
COc1ccc2c(c1)O/C(=C/c1ccc(OCC(=O)Nc3ccc(S(=O)(=O)N=C(N)N)cc3)c(OC)c1)C2=O | 89.7 | 88.4 | 100.4 | 99.0 | 109.0 | 95.9 | 93.4 | 112.2 | 91.1

Quoted at random: four entries already listed
SMILES | U251 | SNB-75 | SF-539 | SF-268 | SF-295 | HCC-2998 | PC-3 | DU-145 | SNB-19
CCOC(=O)C1CCN(S(=O)(=O)c2ccc3c(c2)CN(C(=O)C(F)(F)F)CC3)CC1 | 94.4 | 92.4 | 97.7 | 103.2 | 104.2 | 129.1 | 97.7 | 108.0 | 97.5
O=C(C1C(O)CC2c3ccccc3N(Cc3ccccc3)C21)N1CCCCC1 (configuration not stated) | 100.4 | 92.0 | 98.9 | 96.3 | 102.2 | 102.4 | 97.9 | 110.0 | 103.0
CCOC(=O)c1nn(-c2ccc([N+](=O)[O-])cc2)c(=N/N=C(\C)c2c(O)c(OC)c3occc3c2OC)s1 | 96.3 | 106.2 | 99.0 | 90.6 | 98.0 | 106.4 | 95.4 | 111.2 | 94.1
COc1ccc2c(c1)O/C(=C/c1ccc(OCC(=O)Nc3ccc(S(=O)(=O)N=C(N)N)cc3)c(OC)c1)C2=O | 89.7 | 88.4 | 100.4 | 99.0 | 109.0 | 95.9 | 93.4 | 112.2 | 91.1
